All columns: NCI-60 one-dose screen, growth in % after 48 h at 10 µM unless noted; 100 = growth as untreated, 0 = no growth, -100 = all killed.
LOX IMVI = LOX IMVI melanoma; actives 7.4% (n = 79,000); AID 1794757
SK-MEL-2 = SK-MEL-2 melanoma; AID 1794763; actives 4.7% (n = 77,000)
UACC-257 = UACC-257 melanoma; actives 4.4% (n = 78,000)
MALME-3M = MALME-3M melanoma; actives 5.8% (n = 78,000)
HS 578T = HS 578T breast cancer; actives 4.1% (n = 78,000); AID 1794788
BT-549 = BT-549 breast cancer; actives 4.4% (n = 78,000); AID 1794793
T-47D = T-47D breast cancer | actives 5% (n = 79,000) | AID 1794792
UACC-62 = UACC-62 melanoma; AID 1794756; actives 5.4% (n = 81,000)
The depositor's hits bear a star; . = not tested or not shown; & = joins results of further samples; [ ] = another dose, or the depositor's remark. Rule for the calls: active = growth percent below 10; inactive = the rest.

The opening two compounds, to show the layout:
Letters – A = LOX IMVI; B = SK-MEL-2; C = UACC-257; D = MALME-3M; E = HS 578T; F = BT-549; G = T-47D; H = UACC-62
#1 CC(O)C1OC(O)C2OC(C)(C)OC12 (configuration not stated)
  A: 100	B: 112	C: 101	D: .	E: 105	F: 105	G: 112	H: 104
#2 CC(C)=CC/C=C(/C)[C@H]1CC[C@]2(C)[C@@H]1CC[C@@H]1[C@@]3(C)CC/C(=N/O)C(C)(C)[C@@H]3CC[C@]12C
  A: 60[100 µM]	B: 59[100 µM]	C: 60[100 µM]	D: 81[100 µM]	E: 64[100 µM]	F: 61[100 µM]	G: 27[100 µM]	H: 43[100 µM]

Main list, from the first entry:
Letters – A = LOX IMVI; B = SK-MEL-2; C = UACC-257; D = MALME-3M; E = HS 578T; F = BT-549; G = T-47D; H = UACC-62
#1 CC(O)C1OC(O)C2OC(C)(C)OC12 (configuration not stated)
  A: 100	B: 112	C: 101	D: .	E: 105	F: 105	G: 112	H: 104
#2 CC(C)=CC/C=C(/C)[C@H]1CC[C@]2(C)[C@@H]1CC[C@@H]1[C@@]3(C)CC/C(=N/O)C(C)(C)[C@@H]3CC[C@]12C
  A: 60[100 µM]	B: 59[100 µM]	C: 60[100 µM]	D: 81[100 µM]	E: 64[100 µM]	F: 61[100 µM]	G: 27[100 µM]	H: 43[100 µM]
#3 COC(=O)CC[C@H](C)[C@H]1CC[C@H]2[C@@H]3CC[C@@H]4C(c5nc6ncccc6[nH]5)=C(Cl)CC[C@]4(C)[C@H]3CC(=O)[C@]12C
  A: 75	B: 96	C: 85	D: 93	E: 90	F: 93	G: 76	H: 74
#4 CC(=O)Oc1ccc(OC(C)=O)c2c1C(=O)c1ccccc1C2=O
  A: 66	B: 86	C: 97	D: 73	E: 98	F: .	G: 72	H: 84
#5 COc1ccc(NC(=O)NS(=O)(=O)c2c[nH]c(=S)[nH]c2=O)cc1
  A: 88	B: 91	C: 83	D: 106	E: 103	F: 82	G: 90	H: 92
#6 C=C(CN=[N+]=[N-])[C@@H]1CC[C@]2(C)[C@H](CC[C@@H]3[C@H]4[C@H]5OC(=O)[C@@]4(CCC5(C)C)CC[C@]32C)[C@@]1(C)CCC#N
  A: 69[100 µM]	B: 83[100 µM]	C: 77[100 µM]	D: 90[100 µM]	E: 88[100 µM]	F: 79[100 µM]	G: 56[100 µM]	H: 58[100 µM]
#7 Cc1[nH]nc(C(N)=O)c1N=NN(C)C
  A: 89	B: 129	C: 97	D: 105	E: .	F: 113	G: 93	H: 98
#8 c1nc2c([nH]1)CNCC2
  A: 87	B: 113	C: .	D: 93	E: 93	F: .	G: 95	H: .
#9 O=C(O)Cc1ccccc1F
  A: 94	B: 111	C: 103	D: 139	E: 112	F: 100	G: 95	H: 102
#10 COC(=O)[C@H]1[C@H]2C[C@@H]3c4[nH]c5ccccc5c4CCN3C[C@H]2C[C@@H](OC(=O)c2cc(OC)c(OC)c(OC)c2)[C@@H]1OC
  A: 83	B: 103	C: 104	D: .	E: 73	F: 86	G: 71	H: 79
#11 CC[C@H](Nc1ncnc2nc[nH]c12)c1nc2cccc(C(=O)Nc3ncc(C(=O)NO)cn3)c2c(=O)n1-c1ccccc1
  A: 97	B: 102	C: 86	D: 98	E: 107	F: 100	G: 91	H: 102
#12 COc1cc(C2CC(c3ccc(Br)cc3)=NN2)cc(OC)c1OC (configuration not stated)
  A: 78	B: 85	C: 95	D: 82	E: 90	F: 83	G: 65	H: 67
#13 Cc1nnc(NS(=O)(=O)c2ccc(N=Nc3cc(N=Nc4ccccc4)c(N)nc3N)cc2)s1
  A: 77	B: 81	C: 94	D: 98	E: 78	F: 74	G: 106	H: 101
#14 N#Cc1ccc(Nc2nn3c(SCC(=O)c4ccccc4)nnc3s2)cc1
  A: 100	B: 100	C: 101	D: 108	E: 98	F: 94	G: 82	H: 90
#15 Nc1nccc(SCc2ccc(Cl)cc2Cl)n1
  A: 88	B: 84	C: 97	D: 117	E: 99	F: 89	G: 75	H: 83
#16 N#Cc1ccc(N2Cc3ccccc3OC3=C2C(=O)c2c(O)ccc(O)c2C3=O)cc1
  A: -50*	B: -24*	C: .	D: -56*	E: -14*	F: -18*	G: -46*	H: -26*
#17 CN(C)c1ccc(/C=C/C(=O)c2ccccc2O)cc1
  A: 91	B: 96	C: 112	D: 129	E: 100	F: 102	G: 100	H: 99
#18 COc1ccc(C(=O)Oc2c(Cl)c(Cl)c(Cl)c(Cl)c2Cl)cc1
  A: 91	B: .	C: 101	D: 104	E: 92	F: .	G: 82	H: 81
#19 Oc1c(Cl)cc(Cl)cc1-c1cc(-c2ccccc2Cl)[nH]n1
  A: 75	B: 103	C: 105	D: 85	E: 57	F: 98	G: 88	H: 84
#20 CCOC(=O)CS
  A: 103	B: 104	C: 104	D: 108	E: 105	F: 109	G: 102	H: 101
#21 Nc1ccc(S(=O)O)cc1
  A: 98	B: 106	C: 83	D: 104	E: 92	F: 99	G: 86	H: 95
#22 COC(=O)c1cccnc1Nc1ccc(N2C(=O)C=CC2=O)cc1
  A: 94	B: 100	C: 103	D: 94	E: 88	F: 104	G: 94	H: 93
#23 CC1(C)CC(=O)C(c2ccc([N+](=O)[O-])cc2)=C(O)c2ccccc21
  A: 103	B: 104	C: 102	D: 101	E: 120	F: 99	G: 122	H: 95
#24 CC[C@H](Nc1nc(N)nc(C)c1C(N)=O)c1nc2cccc(NCc3ccc(C(=O)NO)cc3)c2c(=O)n1-c1ccccc1
  A: 99	B: 93	C: 85	D: 88	E: 92	F: 104	G: 73	H: 90
#25 CCNC(=O)Oc1ccc(/C(=C(/C)Cc2ccc(OC)cc2)c2ccc(OCCN(CC)CC)cc2)cc1
  A: -75*	B: 86	C: -56*	D: -18*	E: 46	F: 81	G: 27	H: -16*

(listing goes on)
Letters – A = LOX IMVI; B = SK-MEL-2; C = UACC-257; D = MALME-3M; E = HS 578T; F = BT-549; G = T-47D; H = UACC-62
#26 C=CC(=O)Nc1cccc(-c2nc(SC)n(C)c(=O)c2C#N)c1
  A: 82	B: 97	C: 79	D: 85	E: 94	F: 85	G: 97	H: 82
#27 CCNc1nc(C)nc2c1cnn2C
  A: 93	B: 119	C: 99	D: 100	E: 111	F: 117	G: 109	H: 103
#28 CC(=O)CC(C)=Nc1ccc(Cl)cc1
  A: 48	B: 109	C: 96	D: 104	E: 104	F: 92	G: 72	H: 38
#29 NC(=Nc1ccccc1)N(c1ccccc1)c1ccccc1
  A: 97	B: 110	C: 99	D: 85	E: 104	F: 117	G: 121	H: 91
#30 CCCCCC(C)(O)CCC (configuration not stated)
  A: 96	B: 72	C: 123	D: .	E: 106	F: 94	G: 94	H: 106
#31 C=CCn1c(C)nc2cc(Nc3nc(Cl)nc4nc[nH]c34)ccc21
  A: 101	B: .	C: 98	D: 108	E: 106	F: 89	G: 85	H: 90
#32 O=C(CCN1CCOCC1)Nc1ccc(Cn2nnc3c2C(=O)c2nnn(Cc4ccc(NC(=O)CCN5CCOCC5)cc4)c2C3=O)cc1
  A: -22*	B: .	C: -80*	D: -70*	E: 45	F: 30	G: -3.1*	H: -17*
#33 NNCC(O)c1ccccc1 (configuration not stated)
  A: 94	B: 100	C: .	D: 100	E: 96	F: 91	G: 81	H: 90
#34 CC1Nc2c(ccc3ncccc23)C(=O)N1Nc1ccccc1 (configuration not stated)
  A: 104	B: 116	C: 118	D: 109	E: 94	F: 91	G: 105	H: .
#35 Cc1ccc(C)c(C(=O)CC(C)C(=O)O)c1 (configuration not stated)
  A: 92	B: 92	C: 99	D: 109	E: 140	F: 90	G: 98	H: 105
#36 Cn1cc(C2=C(Cl)C(=O)CO2)c2ccccc21
  A: 100	B: 110	C: 107	D: 105	E: 81	F: 81	G: 98	H: 90
#37 O=C(O)C1C=CC(C(=O)O)c2ccccc21 (configuration not stated)
  A: 97	B: 98	C: 88	D: 107	E: 108	F: 107	G: 105	H: 90
#38 N/C(=N\c1nc2ccccc2s1)NC(=O)Nc1ccccc1
  A: 35	B: 30	C: 59	D: 58	E: 28	F: 49	G: 39	H: 21
#39 O=C(Nc1ccccc1C(=O)O)c1ccccc1
  A: 98	B: 119	C: 93	D: 108	E: 98	F: 134	G: 98	H: 102
#40 Nc1nc(N)c(N)c(N=O)n1
  A: 96	B: 113	C: 96	D: 114	E: .	F: 93	G: 93	H: 98
#41 COc1ccc2oc(=O)cc(-c3nc4ccc(N)cc4[nH]3)c2c1
  A: 79	B: 89	C: 132	D: 121	E: 82	F: 77	G: 52	H: 92
#42 C/C(=N\NC1=NCCN1)c1cnn(C2=NCCN2)c1C
  A: 92	B: .	C: .	D: 94	E: 110	F: 105	G: 102	H: 105
#43 CSc1nc(-c2ccc(Br)cc2)c(C#N)c(=O)[nH]1
  A: 101	B: 118	C: 107	D: 102	E: 102	F: 112	G: 102	H: 90
#44 O=C1/C(=C/c2ccccc2)CN(C(=O)C(Cl)Cl)C/C1=C\c1ccccc1
  A: -88*	B: 38	C: 25	D: -39*	E: 4.2*	F: -5.6*	G: 17	H: -66*
#45 Cc1cc(Cc2cc(C)c(O)c(C(C)(C)C)c2)cc(C(C)(C)C)c1O
  A: 72	B: 80	C: 98	D: 83	E: 76	F: 88	G: 34	H: 48
#46 Cc1ccc(C(=O)Nc2ccc(CN3CCN(C)CC3)c(C(F)(F)F)c2)cc1C#Cc1cnc(N)c2ccc(F)cc12
  A: -91*	B: -56*	C: -61*	D: -88*	E: -30*	F: -96*	G: .	H: -84*
#47 Cc1cc(C)nc(NS(=O)(=O)c2ccc(Nc3nc4nc(NCc5ccccc5)nc(-c5ccc(O)cc5)c4c(=O)[nH]3)cc2)n1
  A: 23	B: 4.6*	C: 66	D: -13*	E: 36	F: 34	G: 25	H: 22
#48 c1ccc(-c2ccc3c(c2)C2(CCNCC2)CN3)cc1
  A: 90	B: 93	C: 119	D: 94	E: 94	F: 99	G: 80	H: 85
#49 CCC(c1ccc2cc(OC)ccc2c1)C(C)(C)C(=O)F (configuration not stated)
  A: 108	B: 109	C: .	D: 102	E: 74	F: 103	G: 87	H: 92
#50 COc1cc(-c2nn(-c3ccc(NC(=O)c4cc(Cl)cc(Cl)c4)cc3)cc2-c2ccncc2)ccc1Cl
  A: 72	B: .	C: 102	D: 104	E: .	F: .	G: 80	H: 70

Some of the entries so far, field by field.
9. O=C(O)Cc1ccccc1F
  LOX IMVI = 94	SK-MEL-2 = 111	UACC-257 = 103	MALME-3M = 139	HS 578T = 112	BT-549 = 100	T-47D = 95	UACC-62 = 102
14. N#Cc1ccc(Nc2nn3c(SCC(=O)c4ccccc4)nnc3s2)cc1
  LOX IMVI = 100	SK-MEL-2 = 100	UACC-257 = 101	MALME-3M = 108	HS 578T = 98	BT-549 = 94	T-47D = 82	UACC-62 = 90
26. C=CC(=O)Nc1cccc(-c2nc(SC)n(C)c(=O)c2C#N)c1
  LOX IMVI = 82	SK-MEL-2 = 97	UACC-257 = 79	MALME-3M = 85	HS 578T = 94	BT-549 = 85	T-47D = 97	UACC-62 = 82
7. Cc1[nH]nc(C(N)=O)c1N=NN(C)C
  LOX IMVI = 89	SK-MEL-2 = 129	UACC-257 = 97	MALME-3M = 105	HS 578T = .	BT-549 = 113	T-47D = 93	UACC-62 = 98

Later entries.
Letters – A = LOX IMVI; B = SK-MEL-2; C = UACC-257; D = MALME-3M; E = HS 578T; F = BT-549; G = T-47D; H = UACC-62
#51 COc1ccc(-c2cc(NC(=O)Nc3ccccc3)no2)cc1
  A: 95	B: 104	C: 104	D: 107	E: 104	F: 95	G: 97	H: 88
#52 C/C(=N\O)C(=O)Nc1ccc(F)cc1
  A: 101	B: 110	C: 104	D: 99	E: 115	F: 98	G: 95	H: 98
#53 O=C(CSc1nnc(-c2ccccc2)o1)Nc1nc(-c2ccccc2)cs1
  A: 102	B: 96	C: 93	D: 88	E: 85	F: 94	G: .	H: 82
#54 CC(C)CCNC(=O)CCn1ccc2ccc(Br)cc2c1=O
  A: .	B: 109	C: 93	D: .	E: 104	F: 107	G: 93	H: 95
#55 O=C(O)CCCCCC1CCCCC1
  A: 99	B: 119	C: 102	D: 100	E: 105	F: 110	G: 91	H: 105
#56 COC(=O)C(C(Br)C(=O)c1ccccc1)C(c1ccccc1)[N+](=O)[O-] (configuration not stated)
  A: 107&99	B: 127&115	C: 105&106	D: 115&101	E: 112&104	F: 107&107	G: 103&111	H: 102&106
#57 O=C(c1ccccc1)C1C(=O)N2C(=S)N(c3ccccc3)C(=O)C2C1c1ccc(Cl)cc1 (configuration not stated)
  A: 90	B: 99	C: 101	D: 88	E: 89	F: 89	G: 83	H: 88
#58 CCN(CC)CCOC(=O)C1c2ccccc2Oc2ccccc21
  A: 107	B: 113	C: 83	D: 100	E: 111	F: 104	G: 101	H: 108
#59 O=c1cc(-c2ccccc2)nc2cc(-c3ccco3)[nH]n12
  A: 86	B: 102	C: 44	D: 84	E: 89	F: 98	G: 65	H: 68
#60 Clc1ccc(-c2nn(-c3ccccc3)cc2-c2nc3ccccc3s2)cc1
  A: 91	B: 110	C: 105	D: 119	E: 98	F: 116	G: 83	H: 87
#61 N#Cc1c(N2CCOCC2)nc2sc3cccc(Cl)c3n2c1=N
  A: 93	B: 97	C: 109	D: 107	E: 100	F: 108	G: 86	H: 92
